ATXN2 expr inh – ATXN2 expression inhibition; Potency, µM (series often up to 57 µM), without a hit: at the top dose activity change, negative = inhibition, actives largely listed as inhibitors; HEK-293 ATXN2-luciferase reporter, luminescence, 24 h; 0.72% of 360,000 active; also: potency is read from the fitted curve at half-maximal effect; % is scaled to controls: 0 for no effect and ±100 for the full control effect; nearly all actives have a fitted effect of over 55% in size
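ATXN2-luciferase reporter cells (luciferase flanked by upstream and downstream ATXN2 gene portions) were treated 24 h at 37 °C with compounds at up to 57 uM. SteadyGlo luminescence gave expression; GF-AFC fluorescence gave viability.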
ATXN viability – cell viability loss in ATXN counter-screen; 0.49% of 400,000 active; S2 cells (HEK-293 line with an ATXN2-luciferase reporter) viability, CellTiter-Fluor protease fluorescence, 24 h; Potency, µM (top dose mostly 56.7 µM), usual class: cytotoxic; also: potency is read from the fitted curve at half-maximal effect; nearly all actives have a fitted effect of over 40% in size
MCF10A rerep – induces DNA re-replication in MCF 10a normal breast cells | Potency, µM (titrated, usually from 46.1 µM), inactives show at the highest dose activity, positive = re-replication, most hits filed as activators | AID 624296 | MCF 10A DNA re-replication, Hoechst nuclear intensity, 48 h | 2.9% of 350,000 active; also: potency is read from the fitted curve at half-maximal effect; % of control where 0% means no effect; nearly all actives have a fitted effect of over 50% in size
Nrf2 ARE act – activators of Nrf2 (ARE) signaling; 0.31% of 410,000 active; Potency, µM (doses to about 46.1 µM), for the others: at the highest dose activation, hits mostly activators; AREc32 ARE-luciferase reporter (MCF7-derived line), luminescence, 24 h; also: potency is read from the fitted curve at half-maximal effect; % of control where 0% means no effect; nearly all actives have a fitted effect of over 65% in size
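Cells of the AREc32 ARE-luciferase line are plated in OPTI-MEM containing 5% FBS and left overnight at 37 deg C. Compounds are pinned in, incubation continues 24 hr, and firefly luciferase signal is then measured.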
Nrf2 block – inhibitors of Nrf2 signaling. A549 ARE-Fluc reporter, luciferase luminescence, 18-24 h. Potency, µM (doses to about 46 µM), for inactives: top-dose activity change, negative = inhibition, usual class: inhibitors. 2.1% of 360,000 active. AID 504444; also: potency is read from the fitted curve at half-maximal effect; % is scaled to controls: 0 for no effect and ±100 for the full control effect; nearly all actives have a fitted effect of over 60% in size
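Reporter: ARE-Fluc in A549. Exposure: 18-24 h, 37 °C, 5% CO2, 5% FBS OPTI-MEM. Readouts: fluorescent cytotoxicity (CellTiter-Fluor), then luminescent Nrf2 signal after BugLite.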
TGFb inhibitor – TGF-b pathway inhibition. Potency, µM (series often up to 46.1 µM), inactives show top-dose activity, negative = inhibition, hits mostly inhibitors. 1.2% of 410,000 active. HepG2 CAGA-GFP TGF-b/SMAD3 reporter, GFP fluorescence, 18 h; TGF-beta stimulated, 500 pg/mL final; also: potency is read from the fitted curve at half-maximal effect; % is scaled to controls: 0 for no effect and ±100 for the full control effect; nearly all actives have a fitted effect of over 65% in size
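First, reporter cells (HEPG2 CAGA-GFP) rested 2 h at 37 degrees C. Next, compounds were pinned in and TGF-beta added to 500 pg/mL final. After 18 h, GFP was imaged per cell and summed per well.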
A549 tox – kills or reduces viability of A549 cells in Nrf2 counter-screen. A549 ARE-Fluc cells, CellTiter-Fluor viability, 18-24 h. 0.16% of 390,000 active. Potency, µM (series often up to 46 µM), for the others: at the highest dose activity change, negative = cytotoxicity, most hits filed as inhibitors; also: potency is read from the fitted curve at half-maximal effect; % is scaled to controls: 0 for no effect and ±100 for the full control effect
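A549 ARE_Fluc cells in 5% FBS OPTI-MEM were exposed to compounds in concentration-response for 18-24 h at 37 deg C. Viability was read by CellTiter-Fluor fluorescence (Ex 405/Em 525) after 30 min, before the luciferase read.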
IL-1B inflam inh – inhibitors of inflammasome signaling (IL-1 beta secretion). activity change, % at 57.5 µM. AID 743279. 4.7% of 360,000 active. THP-1 LPS/ATP IL-1B secretion, AlphaLISA, 16 h; stronger effect = lower value; in the data active = activity change below about -50%; inconclusive = mostly about -30% to -49%; also: % is scaled to controls: 0 for no effect and ±100 for the full control effect
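Secreted IL-1B measured by AlphaLISA bead assay after 16 h compound exposure of THP-1 cells; compounds (final up to 57.5 uM) added 1 h before LPS (250 ng/mL) and ATP (1.25 mM) stimulation; lower signal means less secretion.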
HepG2 tox – HepG2 cytotoxicity, counter-screen for TGF-b inhibitors; HepG2 CAGA-GFP viability, ATP luminescence, 18 h; Potency, µM (doses to about 46.1 µM), inactives show at the top dose activity change, negative = cytotoxicity, actives largely listed as cytotoxic; 0.76% of 410,000 active; also: potency is read from the fitted curve at half-maximal effect; some results filed as inactive show a strong effect at the top dose
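CellTiter-Glo luminescence gave cytotoxicity after 18 hours at 37 degrees C. The cells were HepG2 CAGA-GFP in 1% FBS DMEM, stimulated with 500 pg/mL TGF-beta after compound addition. %Activity was normalised to no-cell wells (complete cell-killing) and DMSO (no toxicity), and curves were fitted and classified.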
* marks the source's active call; other numbers are inactive results; & = joins results of further samples. Unless noted, calls follow the shape of the dose curve; as a rule, active = well fitted curve in the direction sought with a large enough effect; inconclusive = small, poorly fitted or top-dose-only effect, or another doubt; inactive = no such curve, though single readings can be large; an effect the other way counts as inactive or inconclusive. The order is random (roughly 8.8% active in at least one column).

`O=C(Nc1cccn(Cc2c(F)cccc2Cl)c1=O)NC1CCCCC1` gave ATXN2 expr inh -38.6%, ATXN viability inactive, MCF10A rerep 20.6µM*, Nrf2 ARE act 0.2%, Nrf2 block -26.6%, TGFb inhibitor inconclusive, A549 tox 3.8%, IL-1B inflam inh -27.2 and HepG2 tox 34.1%.
CC1Sc2ccc(S(=O)(=O)NCCc3ccc(Cl)cc3)cc2NC1=O (stereo not given) was read as ATXN viability inactive, MCF10A rerep -0.3%, Nrf2 ARE act -0.4%, Nrf2 block inconclusive, TGFb inhibitor inconclusive, A549 tox -8.7%, IL-1B inflam inh 19.3 and HepG2 tox -28.5%.
For Cc1ccccc1NC(=O)Cn1c(=O)n(Cc2ccc3c(c2)OCO3)c(=O)c2ccc(C(=O)NC3CCCCC3)cc21 the results were ATXN2 expr inh 11.5%, ATXN viability inactive, Nrf2 ARE act 0.3%, Nrf2 block -18.8%, TGFb inhibitor -16.8%, A549 tox -7.5% and HepG2 tox -8.6%.
`CCCCCCn1c(C(C)O)nc2ccccc21` (stereo not given) gave ATXN2 expr inh 4.3%, ATXN viability inactive, MCF10A rerep 1.0%, Nrf2 ARE act 0.2%, Nrf2 block -6.6%, TGFb inhibitor 9.7%, A549 tox -2.9%, IL-1B inflam inh 34.5 and HepG2 tox -1.2%.
`COc1ccc(C(=O)Nc2ccc3nc(C)sc3c2)cc1OC` gave ATXN2 expr inh 22.2%, ATXN viability inactive, MCF10A rerep 2.8%, Nrf2 ARE act 4.2%, Nrf2 block inconclusive, TGFb inhibitor 10.3%, A549 tox -0.1%, IL-1B inflam inh -58.1* and HepG2 tox -8.1%.
Screening O=c1c(-c2cc(-c3ccccc3)nc3c2COc2ccc(Cl)cc2-3)coc2ccccc12 returned ATXN2 expr inh -7.1%, ATXN viability inactive, Nrf2 ARE act -0.3%, Nrf2 block 2.6%, TGFb inhibitor 0.0%, A549 tox -0.1% and HepG2 tox -32.1%.
For Cc1ccc(N(C)C(=O)C2CCCN2S(=O)(=O)c2cccc3nsnc23)cc1 (stereo not given) the results were ATXN2 expr inh -6.9%, ATXN viability inactive, MCF10A rerep 14.2%, Nrf2 ARE act -0.6%, Nrf2 block -16.1%, TGFb inhibitor -7.2%, A549 tox -2.4%, IL-1B inflam inh -6.2 and HepG2 tox 8.2%.
Screening COc1ccc(-c2noc(-c3ccc(NCc4cccnc4)c([N+](=O)[O-])c3)n2)cc1 returned ATXN2 expr inh 13.8%, ATXN viability inactive, Nrf2 ARE act 3.7%, Nrf2 block 17.9%, TGFb inhibitor -10.2%, A549 tox 4.4% and HepG2 tox -6.9%.
For CCCC(=O)c1cc(F)c(N2CCN(CCC#N)CC2)cc1C the results were ATXN2 expr inh -2.4%, ATXN viability inactive, MCF10A rerep 7.7%, Nrf2 ARE act -0.5%, Nrf2 block -8.3%, TGFb inhibitor 29.3%, A549 tox 0.6%, IL-1B inflam inh 26.3 and HepG2 tox -27.8%.
CCOc1ccccc1NC(=S)N(CCCN1CCOCC1)Cc1cn(C)c2ccccc12 was read as ATXN2 expr inh -31.0%, ATXN viability inactive, MCF10A rerep 22.2%, Nrf2 ARE act 3.5%, Nrf2 block -17.0%, TGFb inhibitor 0.0%, A549 tox -8.1%, IL-1B inflam inh -10.9 and HepG2 tox -5.5%.
`CCn1c(=O)c2cc(C(=O)NC3CCC(C)CC3)sc2c2ccccc21` (stereo not given) gave ATXN2 expr inh -5.3%, ATXN viability inactive, Nrf2 ARE act 0.5%, Nrf2 block -3.4%, TGFb inhibitor -1.4%, A549 tox 14.6% and HepG2 tox -20.1%.
For CCN(c1ccccc1)S(=O)(=O)c1ccc(C(=O)NCc2ccccn2)cc1 the results were ATXN2 expr inh 18.4%, ATXN viability inactive, MCF10A rerep 7.3%, Nrf2 ARE act 0.5%, Nrf2 block 7.7%, TGFb inhibitor 13.5%, A549 tox 1.6%, IL-1B inflam inh 1.9 and HepG2 tox -3.8%.
`C/C(=N/NC(=O)CNC(=O)c1ccc2c(c1)OCO2)c1ccc2c(c1)CCCC2` gave ATXN2 expr inh -11.9%, ATXN viability inactive, MCF10A rerep inconclusive, Nrf2 ARE act 0.1%, Nrf2 block 4.0%, TGFb inhibitor -2.6%, A549 tox 4.9%, IL-1B inflam inh -50.2* and HepG2 tox 5.2%.
Cc1cc(Cl)c2oc(C(=O)N(C)CCCN3CCOCC3)c(C)c2c1 was read as ATXN2 expr inh -14.9%, ATXN viability inconclusive, MCF10A rerep inconclusive, Nrf2 ARE act -0.4%, Nrf2 block -14.5%, TGFb inhibitor 1.7%, A549 tox -13.6%, IL-1B inflam inh 0.0 and HepG2 tox -3.9%.
`Cc1ccn2c(CNCCCn3cccn3)c(C(=O)N3CCCCCC3)nc2c1` gave ATXN2 expr inh -14.3%, ATXN viability inconclusive, MCF10A rerep -1.1%, Nrf2 ARE act 2.9%, Nrf2 block 5.3%, TGFb inhibitor -1.3%, A549 tox -12.8%, IL-1B inflam inh inconclusive and HepG2 tox 2.2%.
Screening CC(C)(C)c1cc(C(=O)NNc2cc(C(F)(F)F)ccc2Cl)n(Cc2ccccc2)n1 returned ATXN2 expr inh inconclusive, ATXN viability inactive, MCF10A rerep 20.6µM*, Nrf2 ARE act 8.3%, Nrf2 block inconclusive, TGFb inhibitor 11.2µM*, A549 tox inconclusive, IL-1B inflam inh -80.2* and HepG2 tox 10µM*.
For Cc1csc(=Nc2c(C)n(C)n(-c3ccccc3)c2=O)n1-c1ccccc1 the results were ATXN2 expr inh -24.2%, ATXN viability inconclusive, MCF10A rerep -15.6%, Nrf2 ARE act 0.6%, Nrf2 block -2.1%, TGFb inhibitor 1.9%, A549 tox -8.6%, IL-1B inflam inh 7.8 and HepG2 tox -11.3%.
For COc1ccc(CCn2c(=N)c(C(=O)N3CCN(C)CC3)cc3c(=O)n4ccccc4nc32)cc1 the results were ATXN2 expr inh -6.0%, ATXN viability inactive, MCF10A rerep 9.2µM*, Nrf2 ARE act -0.7%, Nrf2 block -12.4%, TGFb inhibitor 7.3%, A549 tox -23.3%, IL-1B inflam inh -53.8* and HepG2 tox -49.5%.
CCOC(=O)CCn1nc(-c2ccccc2)cc1N was read as ATXN2 expr inh 5.9%, ATXN viability inactive, MCF10A rerep -4.9%, Nrf2 ARE act -0.1%, Nrf2 block 5.7%, TGFb inhibitor 0.5%, A549 tox -1.1%, IL-1B inflam inh -14.9 and HepG2 tox 5.3%.
O=C(O)CCCCCCCCc1cn(CCc2c[nH]c3ccccc23)nn1 was read as ATXN2 expr inh 1.6%, ATXN viability inactive, MCF10A rerep 4.4%, Nrf2 ARE act 0.1%, Nrf2 block -4.8%, TGFb inhibitor inconclusive, A549 tox -1.1%, IL-1B inflam inh 25.0 and HepG2 tox -27.3%&8.2%.
CCOC(=O)c1cnc(-c2cccc(OC)c2)[nH]c1=O was read as ATXN2 expr inh 2.9%, ATXN viability inactive, MCF10A rerep 0.7%, Nrf2 ARE act 3.9%, Nrf2 block 8.8%, TGFb inhibitor -0.9%, A549 tox -5.8%, IL-1B inflam inh 13.8 and HepG2 tox -8.2%.
C=CCNC(=S)NNC(=O)c1ccc2c(c1)OCO2 was read as ATXN2 expr inh 5.0%, ATXN viability inactive, MCF10A rerep 1.3%, Nrf2 ARE act -0.8%, Nrf2 block 9.0%, TGFb inhibitor -6.2%, A549 tox 0.0%, IL-1B inflam inh -0.1 and HepG2 tox -1.3%.
For Cc1ccc(N2C(=O)CS(=O)(=O)C23C(=O)Nc2ccccc23)cc1C (stereo not given) the results were ATXN2 expr inh -1.4%, ATXN viability inactive, Nrf2 ARE act 0.0%, Nrf2 block 1.9%, TGFb inhibitor 2.7%, A549 tox -10.7% and HepG2 tox -21.8%.
Cc1cc2ncc(-c3ccc(Cl)cc3)c(N)n2n1 was read as ATXN2 expr inh 19.9%, ATXN viability inactive, MCF10A rerep 1.3%, Nrf2 ARE act 0.8%, Nrf2 block 5.3%, TGFb inhibitor -3.2%, A549 tox -1.9%, IL-1B inflam inh -12.4 and HepG2 tox -4.0%.
`COc1ccc(-c2coc3c(C)c4oc(=O)c(CC(=O)O)c(C)c4cc23)cc1` gave ATXN2 expr inh 0.3%, ATXN viability inactive, MCF10A rerep -11.5%, Nrf2 ARE act -0.1%, Nrf2 block -11.0%, TGFb inhibitor 1.7%, A549 tox -5.0%, IL-1B inflam inh 5.0 and HepG2 tox -54.6%.
CC(C)(C)Cc1nnc(NC(=O)c2cc(-c3ccccc3)nc3ccccc23)s1 was read as ATXN2 expr inh -4.4%, ATXN viability inactive, MCF10A rerep 19.2%, Nrf2 ARE act 2.8%, Nrf2 block 1.7%, TGFb inhibitor 11.5%, A549 tox 5.6%, IL-1B inflam inh 21.2 and HepG2 tox -8.5%.
`CCNc1nc(NCC)nc(OCCOC(C)=O)n1` gave ATXN2 expr inh 0.1%, ATXN viability inactive, MCF10A rerep 1.1%, Nrf2 ARE act 0.4%, Nrf2 block -7.7%, TGFb inhibitor -3.5%, A549 tox 3.3%, IL-1B inflam inh 10.5 and HepG2 tox -28.3%.
COc1ccc(-c2cc(C(=O)NCCc3ccc(S(N)(=O)=O)cc3)c3ccccc3n2)cc1 was read as ATXN2 expr inh -1.8%, ATXN viability inactive, MCF10A rerep 4.2%, Nrf2 ARE act 7.2%, Nrf2 block inconclusive, TGFb inhibitor 18.4%, A549 tox -6.5%, IL-1B inflam inh -7.2 and HepG2 tox -17.5%.
`Cc1cccc(NC(=S)NC(C)C(c2cccs2)N2CCN(C)CC2)c1C` (stereo not given) gave ATXN2 expr inh -3.3%, ATXN viability inactive, MCF10A rerep 3.3%, Nrf2 ARE act 2.9%, Nrf2 block 6.1%, TGFb inhibitor -5.7%, A549 tox 0.0%, IL-1B inflam inh -2.5 and HepG2 tox -20.2%.

From PubChem
